# Dyrk1A ADPGlo: Dyrk1A (rat) kinase inhibition | Q63470 | ADP-Glo luminescence, NFATc1 peptide | inhibition, % at 12.5 µM | 0.43% of 310,000 active | AID 504441; in the data active = inhibition above about 50%;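 note: plate controls were vehicle with enzyme for no effect and no enzyme for full effect; many of its hits are not listed in these tables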
# GSK3B inh: human GSK3beta kinase inhibition | P49841 | GST-GSK3beta kinase, ADP-Glo luminescence, 60 min; stronger effect = lower value | activity score (negative = inhibition), % at 10 µM | 0.038% of 300,000 active;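 active = more than half of replicate wells score below -50%, meaning over 50% inhibition versus plate controls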;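 note: 0% = median DMSO wells and -100% = median GW8510 positive control wells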
#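 Assay system: GST-fused GSK3beta enzyme, cell-free / Medium: Tris pH 7.5 buffer with MgCl2, DTT, BSA, heparin / Also added: peptide substrate plus 25 µM ATP (final) / Compound: 10 µM single point / Timing: kinase reaction with compound 60 min at room temperature / Detection: ADP-Glo luminescence / Benchmarks: DMSO neutral wells and GW8510 at 20 µM as positive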
# RGS4 pot: potentiators or activators of RGS4; HEK293 M3R/inducible RGS4, carbachol calcium flux Fluo4; stronger effect = lower value; B-score at 10 µM; 0.92% of 310,000 active;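 active = B-score of the integrated calcium signal more than 4 SD below the library mean, with starting fluorescence not abnormally high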;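 note: negative B-score means reduced calcium response which marks RGS4 activation or potentiation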
#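 Material: Inducible-RGS4 HEK293 cells carrying M3 receptor; also added: carbachol at ECmax as muscarinic agonist stimulus; incubation: compound preincubation 20 min at room temperature before agonist; signal: Fluo4-AM (2 µM) calcium-flux fluorescence, kinetic read; measure: integrated calcium ratio converted to B score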
# KCNK9 block: inhibitors of human KCNK9 two-pore domain potassium channel; HEK293 KCNK9, FluxOR thallium flux fluorescence; stronger effect = lower value; Q9NPC2; AID 488922; 1.2% of 310,000 active; B-score at 10 µM;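 active = ratio B-score over 3 SD below the library mean, with starting fluorescence within 5 SD of its mean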;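 note: negative B-score means less thallium flux so channel inhibition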
# GSK3A inh: inhibitors of human GSK-3 alpha kinase | P49840 | inhibition, % at 10 µM | ADP-Glo luminescence, 60 min | 0.1% of 320,000 active;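 in the data active = inhibition above about 50%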;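 note: GST-tagged GSK-3 alpha with peptide substrate and 25 µM ATP; 0% = DMSO neutral wells and 100% = GW8510 positive control wells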
# Target sequence (P49840 whole entry, looked up): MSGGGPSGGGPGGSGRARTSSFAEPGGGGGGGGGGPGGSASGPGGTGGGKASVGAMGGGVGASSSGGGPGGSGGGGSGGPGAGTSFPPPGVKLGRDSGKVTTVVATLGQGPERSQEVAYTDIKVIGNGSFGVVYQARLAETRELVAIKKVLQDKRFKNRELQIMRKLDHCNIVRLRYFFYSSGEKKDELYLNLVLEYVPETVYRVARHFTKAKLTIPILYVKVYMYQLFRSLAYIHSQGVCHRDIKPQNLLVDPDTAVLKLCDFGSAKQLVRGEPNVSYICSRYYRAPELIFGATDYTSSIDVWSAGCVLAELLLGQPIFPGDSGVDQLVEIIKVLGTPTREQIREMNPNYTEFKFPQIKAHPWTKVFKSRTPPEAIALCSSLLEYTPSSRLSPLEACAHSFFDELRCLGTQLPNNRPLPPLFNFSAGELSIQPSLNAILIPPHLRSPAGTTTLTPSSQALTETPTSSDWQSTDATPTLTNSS
# KCNQ1 block: inhibitors of human KCNQ1 potassium channel | CHO-K1 KCNQ1, FluxOR thallium flux fluorescence; stronger effect = higher value | B-score at 10 µM | 1.3% of 310,000 active;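 active = compounds whose thallium flux B-score, printed positive for inhibition, exceeds three library SD while starting fluorescence stays within three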;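 note: channel opened by potassium depolarization with thallium stimulus after 20 min compound exposure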
# PolyA inh: blocks polyadenylation in yeast reporter cells. calls only at 12 µM. 0.02% of 300,000 active. S. cerevisiae SKY197-pL101 polyadenylation reporter, beta-gal luminescence; efflux-impaired pdr1/pdr3 knockout yeast; score 100 = 6 SD above DMSO;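 active = lowest replicate activity score at least 50, where 100 means six control SD above control mean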;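 note: yeast exposed to compound for 9 h at 30 °C; higher score means more reporter readthrough which indicates perturbed polyadenylation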
# hERG protect: hERG (human) protection from proarrhythmic block | 0.51% of 310,000 active | AID 1511 | activation (rescue from dofetilide block), less the hit threshold, % at 10 µM | Q12809 | CHO-hERG, FluxOR thallium flux, dofetilide IC70 present;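 active = activation above the mean of controls blocked by dofetilide plus 5 SD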;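 note: thallium influx through hERG after potassium depolarization seen as dye fluorescence rise; in these data hits start at about 4.7%; inactives centre near -7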
# KCNK3 block: human KCNK3 channel inhibition, primary screen; B-score at 10 µM; CHO-KCNK3 thallium flux, FluxOR fluorescence; stronger effect = lower value; O14649; 0.84% of 340,000 active;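 active = B-score under library mean minus 4 SD, starting fluorescence ratio at most library mean plus 5 SD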;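 note: more negative B-score means stronger inhibition of thallium flux through KCNK3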
# Target sequence (O14649 whole entry, looked up): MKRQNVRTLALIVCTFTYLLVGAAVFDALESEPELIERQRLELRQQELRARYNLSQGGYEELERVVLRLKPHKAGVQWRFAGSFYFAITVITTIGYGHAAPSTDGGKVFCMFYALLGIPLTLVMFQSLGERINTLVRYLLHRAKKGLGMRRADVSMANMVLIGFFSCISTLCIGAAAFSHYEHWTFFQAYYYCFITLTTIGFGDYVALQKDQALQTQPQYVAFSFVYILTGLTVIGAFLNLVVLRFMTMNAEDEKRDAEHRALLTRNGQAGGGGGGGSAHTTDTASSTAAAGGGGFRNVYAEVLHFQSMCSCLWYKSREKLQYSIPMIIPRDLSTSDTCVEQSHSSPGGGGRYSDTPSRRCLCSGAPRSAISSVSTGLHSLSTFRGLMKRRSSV
# RGS4 block: human RGS4 inhibition; 0.45% of 310,000 active; HEK293 M3R/RGS4 inducible, Fluo-4 calcium flux; stronger effect = higher value; triggered by carbachol at its EC20; B-score at 10 µM;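 active = B-score, a plate-corrected calcium signal, over three deviations above library mean, with baseline fluorescence within five deviations of library mean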;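 note: RGS4 expression induced by doxycycline in cells with stable M3 receptor; B-score is computed from the integrated fluorescence ratio over baseline after carbachol; higher B-score means a larger calcium signal and so more RGS4 inhibition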
# Target sequence (P49798 whole entry, looked up): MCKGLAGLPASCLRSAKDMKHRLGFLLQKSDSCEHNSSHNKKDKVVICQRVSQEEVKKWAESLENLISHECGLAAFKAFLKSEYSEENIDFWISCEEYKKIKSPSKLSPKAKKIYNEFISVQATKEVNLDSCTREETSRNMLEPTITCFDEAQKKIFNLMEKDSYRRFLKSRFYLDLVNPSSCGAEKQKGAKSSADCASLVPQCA
# KCNQ1 pot: human KCNQ1 channel potentiation or activation. P51787. CHO-K1 KCNQ1, thallium flux FluxOR fluorescence; stronger effect = higher value. B-score at 10 µM. 0.35% of 310,000 active;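 active = fluorescence ratio B-score, a plate-corrected score, at least three library SD, with initial intensity B-score within 5 SD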
#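 Assay system: stable KCNQ1 CHO-K1 line; medium: assay buffer, equal DMSO in all wells; timing: 90 min dye loading and 20 min compound exposure, both at room temperature; technique: kinetic FluxOR thallium fluorescence, 10-s 1-Hz baseline, 110-s post-stimulus read; read-out basis: B score of baseline-normalized fluorescence ratio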
# Starred values were filed as active, the others as inactive; i = inactive; · = no result given. Only part of the results is shown; count on the stated rates, not on these rows.
SMILES,Dyrk1A ADPGlo,GSK3B inh,RGS4 pot,KCNK9 block,GSK3A inh,KCNQ1 block,PolyA inh,hERG protect,KCNK3 block,RGS4 block,KCNQ1 pot
c1ccc(-n2c(SCc3nc(-c4cccs4)no3)nnc2-c2ccco2)cc1,-35,2,i,i,1,i,i,-6,i,i,i
CCOC(=O)c1sc2nc(C3CC3)cc(-c3ccc(OC)cc3)c2c1N,1,1,i,i,0,i,i,0,i,i,i
CCCC(=O)OC(C(=O)Nc1cc(C(F)(F)F)ccc1Cl)c1ccccc1 (stereo not given),-3,0,i,-13*,0,i,i,-12,i,i,i
CC(=O)C1=C(O)C(=O)N(Cc2cccnc2)C1c1ccc(C)cc1 (stereo not given),·,-1,i,i,·,i,i,-9,·,i,i
O=C(CSc1ccccc1C(=O)NCc1ccccc1)NC12CC3CC(CC(C3)C1)C2,4,1,i,i,-2,i,i,-16,i,i,i
COc1ccc(C(=O)Nc2cccc(-c3ccc(N4CCOCC4)nn3)c2)cc1,-10,2,i,i,-2,i,i,-14,i,i,i
Cc1cc(C(=O)Nn2cnnc2)cs1,-4,-2,i,i,-2,i,i,0,i,i,i
CCn1c(SCC(N)=O)nnc1-c1ccco1,1,2,i,i,-2,i,i,-10,i,i,i
COC(=O)c1cccc(N2C(=O)C(Cl)=C(N3CCOCC3)C2=O)c1,1,2,i,i,-2,i,i,-1,-9.7*,i,i
C=CCn1c(SCc2ccc3c(c2)OCO3)nc2scc(-c3ccco3)c2c1=O,-2,-1,i,i,-1,i,i,-9,i,i,i
CCOC(=O)c1ccc(NC(=O)CC2C(=O)N(c3ccc(F)cc3)C(=O)N2CCC(C)C)cc1 (stereo not given),-6,3,i,i,0,i,i,-10,i,i,i
COc1ccc(S(=O)(=O)N2CCC(C)CC2)cc1N(C)S(=O)(=O)c1ccccc1,-8,-3,i,i,2,i,i,-7,i,i,i
O=C(c1ccc(-n2cncn2)c([N+](=O)[O-])c1)N1CCN(S(=O)(=O)c2ccc(Cl)cc2)CC1,-3,0,i,i,0,i,i,-10,i,i,i
O=P(OC1CCCCC1)(OC1CCCCC1)C(O)c1ccccc1 (stereo not given),-6,-2,i,i,-1,i,i,-6,i,i,i
Clc1cc(Sc2ccc(Br)cc2)nnc1-c1ccccc1,-1,2,i,i,-3,i,i,-9,i,i,i
Cc1ccc(CNC(=O)CN(C(=O)N2CCN(C)CC2)S(=O)(=O)c2ccc(C)cc2)cc1,7,1,i,i,-1,i,i,-13,i,i,i
Nc1nc(SCC(=O)c2cc(F)ccc2F)n[nH]1,1,-1,i,i,-1,i,i,-25,i,i,i
CC(C)CC(NC(=O)C1CCC(C)CC1)C(=O)Nc1ccc2c(c1)OCCO2 (stereo not given),56*,0,i,i,-4,i,i,-7,i,i,i
O=C(Nc1ccccc1)c1c(F)c(F)c(F)c(F)c1F,1,1,i,i,-1,i,i,-2,i,i,i
COc1ccc(-c2nnc(SC(C)C#N)o2)cc1 (stereo not given),3,-2,i,i,8,i,i,-12,i,i,i
COc1cc(N2CCCC2)c(OC)cc1/C=C(/C#N)c1cccc(F)c1,17,1,i,-12*,0,7*,i,-20,-10*,i,i
Cn1c(SCC(=O)Nc2ccccc2)nnc1-c1ccc(NC(=O)CCc2ccccc2)cc1,0,-1,i,i,-1,i,i,-5,i,i,i
Cc1ccccc1N(CC(=O)NCCSCc1ccco1)S(C)(=O)=O,-7,-1,i,i,-5,i,i,-5,i,i,i
CC(C)Cc1cc(C(=O)Nc2cccc(O)c2)no1,12,3,i,i,0,i,i,-10,i,i,i
NC(=O)CSc1cn(Cc2ccccc2)c2ccccc12,-2,2,i,i,-1,i,i,-3,i,i,i
O=C(COc1ccc(Cl)cc1)NCc1nnc2c3ccccc3c(-c3ccccc3)nn12,3,-2,i,i,4,i,i,-7,i,i,i
CC(C)(C)c1ccc(C(=O)N2CCN(C(=O)C3CCCCC3)CC2)cc1,-8,1,i,i,0,i,i,-2,i,i,i
COc1cccc(Nc2ccccc2C(=O)O)c1,3,1,i,i,-2,i,i,-4,i,i,i
COCCNc1nc(N2CCCCC2)c2cnn(C)c2n1,7,2,i,i,2,i,i,-4,i,i,i
O=C1CC2(CCN(C(=O)COc3ccccc3F)CC2)Oc2ccccc21,-1,2,i,i,-1,i,i,-6,i,i,i
CC(=O)Nc1ccc(S(=O)(=O)NCCS(=O)(=O)N2CCN(c3ccccc3F)CC2)cc1,0,2,i,i,0,i,i,-11,i,i,i
CCOc1ccc(CC(=NCCO)C2=C(O)CC(C)(C)CC2=O)cc1OCC,-1,0,i,i,-3,i,·,-6,i,i,i
CCOc1ncccc1C(=O)NCc1ccc(OC)c(OC)c1,-3,3,i,i,-2,i,i,-9,i,i,i
N#Cc1c(-c2ccccc2)cc(-c2ccccc2)nc1Br,5,2,i,i,-3,i,i,-5,i,i,i
CN(/N=C/c1cccc(Br)c1)C1=NS(=O)(=O)c2ccccc21,-3,2,i,i,-3,i,i,-10,i,i,i
CC1CN(CCOc2ccc(Cl)c(Cl)c2)CC(C)O1 (stereo not given),-6,1,i,i,0,i,i,-8,i,i,i
CCCc1nc(SCc2cccnc2)c2c(=O)n(C)c(=O)n(C)c2n1,3,-1,i,i,0,i,i,-21,i,i,i
COc1ccc(OC(C)C(=O)Nc2ccccc2C(F)(F)F)cc1 (stereo not given),-2,-1,i,i,0,i,i,-11,i,i,i
COC(=O)Cc1c(O)ccn(CCc2ccc(S(N)(=O)=O)cc2)c1=O,-2,1,i,i,4,i,i,-3,i,i,i
Cc1oc2c(c1C(=O)N1CCC(C)CC1)C(=O)c1ccccc1C2=O,·,1,i,i,-4,i,i,-11,·,i,i
CC(C)(Oc1ccc(Cl)cc1)C(=O)Nc1ccncc1,10,1,i,i,2,i,i,-9,i,i,i
COc1ccc2nc(NC(=O)CSc3nnnn3C3CCCCC3)sc2c1,31,-1,i,i,3,i,i,-3,i,i,i
O=C(NNC(=S)Nc1ccccc1)C1CC1,-1,1,i,i,-2,i,i,-6,i,i,i
COC(=O)c1cc(-c2ccc(S(=O)(=O)N3CCCC(C)C3)cc2)c(C(F)(F)F)s1 (stereo not given),·,2,i,i,5,6*,i,-12,i,i,i
COc1ccccc1C(c1c(O)nc(SC)[nH]c1=O)c1c(O)nc(SC)[nH]c1=O,2,0,i,i,-3,i,i,-7,i,i,i

# A second format for 7 compounds above.
# Results follow in this order: Dyrk1A ADPGlo, GSK3B inh, RGS4 pot, KCNK9 block, GSK3A inh, KCNQ1 block, PolyA inh, hERG protect, KCNK3 block, RGS4 block, KCNQ1 pot
> CC(C)CC(NC(=O)C1CCC(C)CC1)C(=O)Nc1ccc2c(c1)OCCO2 (stereo not given)
 : 56*, 0, i, i, -4, i, i, -7, i, i, i
> Cc1oc2c(c1C(=O)N1CCC(C)CC1)C(=O)c1ccccc1C2=O
 : ·, 1, i, i, -4, i, i, -11, ·, i, i
> COC(=O)c1cccc(N2C(=O)C(Cl)=C(N3CCOCC3)C2=O)c1
 : 1, 2, i, i, -2, i, i, -1, -9.7*, i, i
> Clc1cc(Sc2ccc(Br)cc2)nnc1-c1ccccc1
 : -1, 2, i, i, -3, i, i, -9, i, i, i
> Cn1c(SCC(=O)Nc2ccccc2)nnc1-c1ccc(NC(=O)CCc2ccccc2)cc1
 : 0, -1, i, i, -1, i, i, -5, i, i, i
> O=C(CSc1ccccc1C(=O)NCc1ccccc1)NC12CC3CC(CC(C3)C1)C2
 : 4, 1, i, i, -2, i, i, -16, i, i, i
> Cc1ccc(CNC(=O)CN(C(=O)N2CCN(C)CC2)S(=O)(=O)c2ccc(C)cc2)cc1
 : 7, 1, i, i, -1, i, i, -13, i, i, i

# (more compounds)
SMILES,Dyrk1A ADPGlo,GSK3B inh,RGS4 pot,KCNK9 block,GSK3A inh,KCNQ1 block,PolyA inh,hERG protect,KCNK3 block,RGS4 block,KCNQ1 pot
CCC(NC(=O)c1ccccc1NC(=O)c1ccc(OC)cc1)C(=O)N1CCCC1 (stereo not given),-2,3,i,i,0,i,i,-11,i,i,i
COc1ccc(/C=N/NC(=O)c2ccc(Br)cc2)c(OC)c1,-3,-4,i,i,1,i,i,-16,i,i,i
O=S(=O)(NCc1ccccc1)c1cccs1,1,1,i,i,2,i,i,-3,i,i,i
O=C(NC(=S)N1CCCCC1)c1cccnc1,2,0,i,i,-2,i,i,-11,i,i,i
COc1ccc(C(CCc2ccc(C)o2)NC(=O)Nc2ccc(OC)cc2OC)cc1 (stereo not given),1,2,i,i,4,i,i,-9,i,i,i
COc1cccc(N2CCN(C(=O)c3ccc4nc(N5CCCCC5)sc4c3)CC2)c1,13,1,i,i,·,i,i,-10,i,i,i
COC(=O)c1ccc(C(C(=O)NCc2ccccc2)N(Cc2ccco2)C(=O)c2cnccn2)cc1 (stereo not given),·,2,i,i,-1,i,i,-14,i,i,i
CC1(C)CC(=O)c2cnc(NC(=O)CCc3ccccc3)nc2C1,-12,-2,i,i,0,i,i,4,i,i,i
CCOC(=O)c1ccc(NC(=O)c2nn(CC)cc2Br)cc1,0,-2,i,i,0,i,i,-3,i,i,i
Cc1nn(C)cc1/C=C1\SC(=S)NC1=O,-6,-1,i,i,1,i,i,-7,i,i,i
CC(=O)Oc1cccc(/C=c2\sc3nc(-c4ccco4)nn3c2=O)c1,6,3,i,i,1,i,i,-6,i,i,i
C=CCn1c(COc2ccc(F)cc2)nnc1SCC(=O)NC1CC1,-5,0,i,i,8,i,i,-12,i,i,i
Cc1c(C(=O)Nc2ccc(N3CCOCC3)cc2)cccc1[N+](=O)[O-],2,10,i,i,0,i,i,-7,i,i,i
C/C(=N\NC(=O)c1ccc(OC2CCCC2)cc1)c1ccc(O)cc1,0,2,i,i,0,i,i,-7,i,i,i
COc1ccc(NC(=O)C(NC(=O)c2ccc(C)cc2)c2ccccc2)cc1 (stereo not given),14,1,i,i,3,i,i,-4,i,i,i
O=C(NCC1CCCO1)C(Cc1ccccc1)N1C(=O)C2C3C=CC(C4CC34)C2C1=O (stereo not given),1,-2,i,i,-1,i,i,-12,i,i,i

# High-throughput results deposited in PubChem by several laboratories.
